# TAG inh: inhibitors of triacylglycerol accumulation; H9c2 cells, Nile Red lipid (TAG) fluorescence; cells loaded with 200 µM oleic acid; inhibition, % at 12.5 µM; 0.66% of 230,000 active;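 active = pattern-corrected inhibition of lipid staining of at least 50% with the nuclear-stain viability signal not falling by more than 50%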;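 also: 0% = DMSO wells and 100% = triacsin C control wells; some results filed as inactive read as strong as hits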
# TAG inh DAPI viability: further read-out of TAG inh, marked with its call; DAPI nuclei signal change (viability), lower = more cytotoxic, %;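 whole-well DAPI fluorescence read on a plate reader as a viability signal; minus 50 percent equals half of cells still viable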
# An asterisk follows results filed as active. The list is partial; the hit share may differ from the screen's.
# Every second line gives: TAG inh, TAG inh DAPI viability
COC(=O)c1[nH]c2ccccc2c1NC(=O)CN1CC(C)OC(C)C1 (stereo not given)
 : -3, 6
CCOc1ccc(N(CC(=O)NCc2ccco2)S(C)(=O)=O)cc1
 : -2, 10
CN1C(N)=NC(=O)/C1=C/c1ccccc1F
 : -9, 1
Cc1ccc([C@H]2C[C@@H](O)[C@H](n3cc(COC(=O)c4ccccc4)nn3)CN2C(=O)C2CCCCC2)cc1
 : -12, 5
COc1ccc2c(c1)c(C(=O)CN1CCc3ccccc3C1)c(C)n2C
 : -12, -5
COc1ccc(C2Nc3ccc(Br)cc3C(c3ccccc3)N2CC(=O)O)cc1 (stereo not given)
 : 3, 3
c1ccc(-c2csc(Nc3ccc4c(c3)OCCO4)n2)cc1
 : -24, -1
Cc1cc(OCC(=O)N(Cc2ccco2)C2CCS(=O)(=O)C2)cc(C)c1Cl (stereo not given)
 : 1, -4
Cc1cnc(C(=O)OCC(=O)Nc2ccc(Br)c(C)c2)cn1
 : 2, 2
Cc1ccc(S(=O)(=O)N2CCOCC2)cc1NC(=O)COC(=O)CNC(=O)c1ccc(Cl)cc1Cl
 : -8, 1
CCn1c(SCc2c(Cl)cccc2Cl)nnc1-c1nn(-c2ccccc2)ccc1=O
 : 7, 7
Cc1cc(OC(=O)c2cccc(C(F)(F)F)c2)c([N+](=O)[O-])c(=O)[nH]1
 : 0, 2
CC(C)(C)C(=O)Cn1ncc(N2CCCC2)c(Br)c1=O
 : 6, -18
Cc1ccccc1NC(=O)Cc1nc(COC(=O)c2ncc(Cl)c(Cl)c2Cl)cs1
 : -5, -1
C=CCNC(=O)C(=O)N/N=C/c1cccc(Br)c1
 : -5, -4
CCN1CCN(c2ccc(N3CCN(S(=O)(=O)c4cccc([N+](=O)[O-])c4)CC3)nn2)CC1
 : 5, 11
COc1ccc(-c2csc(COC(=O)C(C)(C)C)n2)cc1
 : 6, -10
COC(=O)CC1COc2ccccc2N1C(=O)c1ccc(Br)cc1 (stereo not given)
 : -6, -3
COc1ccc(C(CNC(=O)C(C)Oc2ccc(Br)cc2)N2CCCCC2)cc1 (stereo not given)
 : -8, 0
C#CCOCCOCCOCCNc1nc(N2CCN(C(=O)[C@H](CCCCN)n3cc(CCC(=O)O)nn3)CC2)nc(N2CCN(C(=O)[C@H](Cc3ccc(O)cc3)n3cc(CCO)nn3)CC2)n1
 : -8, 2
O=C(CCN1CCOCC1)NNC(=O)Nc1cccc([N+](=O)[O-])c1
 : 33, -12
O=C(NNC(=S)Nc1ccc(C(=O)O)c(O)c1)c1ccncc1
 : -1, 1
O=C(NC1=NCCS1)c1cccc2ccccc12
 : 13, -9
CC1Cn2c(COc3ccccc3)nnc2S1 (stereo not given)
 : 8, -7
Cc1cc(C)cc(NC(=O)C(OC(=O)c2ccc(NC(=O)CC#N)cc2)c2ccccc2)c1 (stereo not given)
 : -16, 8
Cc1c(NC(=O)CSc2ccccc2F)c(=O)n(-c2ccccc2)n1C
 : 4, 0
Cc1cccnc1CN1CCN(Cc2nc(Cc3cccc(F)c3)no2)CC1
 : -5, 4
NC(=S)NN=C1CCC(C2CCCCC2)CC1 (stereo not given)
 : -11, -7
CCOc1ccccc1N(CC(=O)NCCSc1ccccc1)S(C)(=O)=O
 : -1, -2
COc1cc(C(=O)Nc2cc(S(C)(=O)=O)ccc2Cl)ccc1OCC(=O)N1CCOCC1
 : -19, 1
Cc1ccc(S(=O)(=O)N2CCN(C(=O)COC(=O)c3ccc(Br)o3)CC2)c(C)c1
 : 7, -3
COCCCN1C(=O)/C(=C\c2ccc3c(c2)OCO3)C(C(=O)OC)=C1C
 : 20, -16
CCCc1c(C(=O)NNc2ccc(C)cc2)cnn1-c1ccccc1
 : -19, -2
NC1=NC(c2ccc([N+](=O)[O-])cc2)N(c2ccc(F)cc2)C(N)=N1 (stereo not given)
 : -2, -3
CC(OC(=O)c1ccc2ncsc2c1)C(=O)Nc1cccc(Cl)c1 (stereo not given)
 : 7, -4
Fc1ccc(CNC(=S)NCc2ccc(F)cc2)cc1
 : -4, -9
CCc1nc(SCc2ccccc2)n[nH]1
 : -7, 0
CCOC(=O)Cn1c(=N)n(CCOc2ccc3ccccc3c2)c2ccccc21
 : 17, -2
Cc1cc(Cn2nnc(-c3ccc(Br)cc3)n2)cc(C)c1O
 : -7, -3
COc1ccc(NC(=O)CCN2C(=O)NC3(CCCC3)C2=O)cc1Cl
 : 6, -2

# In the list so far, 6 contain an aryl methoxy group:
# Every second line gives: TAG inh, TAG inh DAPI viability
COc1ccc2c(c1)c(C(=O)CN1CCc3ccccc3C1)c(C)n2C
 : -12, -5
COc1ccc(C2Nc3ccc(Br)cc3C(c3ccccc3)N2CC(=O)O)cc1 (stereo not given)
 : 3, 3
COc1ccc(-c2csc(COC(=O)C(C)(C)C)n2)cc1
 : 6, -10
COc1ccc(C(CNC(=O)C(C)Oc2ccc(Br)cc2)N2CCCCC2)cc1 (stereo not given)
 : -8, 0
COc1cc(C(=O)Nc2cc(S(C)(=O)=O)ccc2Cl)ccc1OCC(=O)N1CCOCC1
 : -19, 1
COc1ccc(NC(=O)CCN2C(=O)NC3(CCCC3)C2=O)cc1Cl
 : 6, -2

# Remaining list, next part:
# Every second line gives: TAG inh, TAG inh DAPI viability
Cc1ccc2cccc(Oc3nnnn3-c3ccccc3)c2n1
 : -6, -4
C[C@H](CO)N1C[C@H](C)[C@@H](CN(C)Cc2ccc(-c3ccccc3)cc2)Oc2c(NS(=O)(=O)c3ccc(F)cc3)cccc2C1=O
 : -14, -6
CCCNC(=O)Nc1cccc(C(=O)OC)c1
 : 2, -7
COc1ccc(NC(=O)c2ccc(-c3nn(C)c(=O)c4ccccc34)cc2)cc1
 : 8, -9
O=P(OC1CCS(=O)(=O)C1)(c1ccccc1)c1ccccc1 (stereo not given)
 : 1, -3
O=C(Nc1ncc(Br)s1)C(Cc1ccccc1)n1cccc1 (stereo not given)
 : -2, -2
COc1ccc(NC(=O)CN(C)C(=O)c2cccc(-n3cccc3)c2)cc1
 : -13, 13
COC(=O)c1ccccc1NC(=O)c1cn(-c2ccc(C)c(C)c2)c(=O)c2ccccc12
 : 7, -2
CC(OC(=O)CCC(=O)c1ccccc1)C(=O)Nc1ccc(F)cc1 (stereo not given)
 : -11, 4
Cc1cccc(C(C)C)c1NC(=O)CN(C)Cc1cccc(F)c1
 : 4, -6
COc1ccc(C=O)cc1COc1ccc2c(c1)OCO2
 : 0, 1
Cc1cc(NC(=O)CSc2ccc3nnc(-c4cccnc4)n3n2)no1
 : 13, 3
CCCCSc1nc(O)c(Cc2ccccc2)c(=O)[nH]1
 : 5, 0
CC(=O)NC(C(=O)OCC(=O)N(c1ccccc1)c1ccccc1)C(C)C (stereo not given)
 : 7, 8
COc1ccccc1NC(=O)Nc1ccc(S(=O)(=O)Nc2onc(C)c2C)cc1
 : 9, -4
Nc1ccc(C(=O)O)cc1S(=O)(=O)O
 : 5, -7
N=c1sccn1CC(=O)Nc1ccc(SC(F)F)cc1
 : 15, -1
C=CCN(c1ccccc1C(=O)NCC(=O)O)S(=O)(=O)c1ccc(C)cc1
 : 3, -12
COc1ccc(/C=N/N2C(=O)C3C4C=CC(CC4)C3C2=O)c(OC)c1 (stereo not given)
 : -3, 16
COCCNC(=O)CN1CCC(n2c(C)nc3cc(C(F)(F)F)ccc32)CC1
 : -24, 6

# Additional structures follow.
SMILES | TAG inh | TAG inh DAPI viability
O=C(Nc1nc2ccc(F)cc2s1)c1ccc([N+](=O)[O-])o1 | 77 | -68
Cc1c(NC(=O)C(C)OC(=O)CNC(=O)c2ccc(C(C)(C)C)cc2)c(=O)n(-c2ccccc2)n1C (stereo not given) | -3 | -5
Cn1cccc1/C=C1\Cc2ccccc2C1=O | -11 | -4
Cc1nc(-c2ccccc2)nc2[nH]c(=O)n(-c3ccccc3)c(=O)c12 | 3 | 13
O=C(NCn1ccc(=O)[nH]c1=S)c1ccccc1 | -3 | 3
Cc1cc(NC(=O)CCCN2C(=O)/C(=C/c3cccs3)SC2=S)no1 | -11 | 14
COc1ccc(C(CC(=O)N2CCCC2)c2c(OC)cc(OC)c3c(-c4ccccc4)cc(=O)oc23)cc1 (stereo not given) | 2 | -3
CCN(CCO)C(=S)Nc1cc(S(=O)(=O)N(C)C)ccc1C | -14 | 4
O=C(Nc1nnc(CCS(=O)(=O)c2ccc(Br)cc2)s1)c1ccc([N+](=O)[O-])cc1 | 4 | -6
O=C(COCCOCC(=O)N(c1ccccn1)C1CCCCC1)N(c1ccccn1)C1CCCCC1 | -4 | 3
CCOc1ccccc1CN1CCN(Cc2ccon2)CC1CCO (stereo not given) | 0 | -4
Cc1ccc(C(=O)C2CCOC(C)(C)C2)cc1 (stereo not given) | 6 | -6
Cc1coc2cc3oc(=O)c(CCC(=O)O)c(C)c3cc12 | -7 | 8
CCc1cccc(NC(=O)COC(=O)C2COc3ccccc3O2)c1 (stereo not given) | 13 | -37
Cc1ccc(NC(=O)COC(=O)CCC(=O)c2cccs2)c(Br)c1 | 9 | 1
CN(C)S(=O)(=O)Nc1ccc(Cc2ccncc2)cc1 | -10 | 4
CSCCCNC(=S)N(C)CC(=O)Nc1ccc(C)cc1 | -8 | -5
Cc1sc2ncn(/N=C/c3ccco3)c(=O)c2c1C | 8 | 4
COc1cc2[nH]c(=S)n(Cc3ccc(C)o3)c(=O)c2cc1OC | -17 | 7
COc1ccc(NC(=O)N2CCCC2C(=O)NCc2ccc(F)cc2)cc1 (stereo not given) | -8 | 17
NS(=O)(=O)c1cccc(NC(=O)COC(=O)c2ccccc2C(=O)c2ccccc2)c1 | 11 | -3
COc1ccccc1-c1csc(C(NC(C)=O)c2ccc(F)c(F)c2)n1 (stereo not given) | 15 | -12
O=C(NC(=S)NC12CC3CC(CC(C3)C1)C2)c1ccc(F)cc1 | 5 | -5
O=C(CN1C(=O)c2ccc([N+](=O)[O-])cc2C1=O)NCCC1=CCCCC1 | 7 | -5
CCn1c(SCc2nc3ccccc3c(=O)[nH]2)nnc1C(C)NC(=O)c1ccccc1 (stereo not given) | 13 | -11
CC(CSc1nnnn1-c1ccccc1)Cn1c(N2CCN(C)CC2)nc2c1c(=O)[nH]c(=O)n2C (stereo not given) | 6 | 0
CC(=O)Nc1ccc(OC(=O)c2cccnc2)cc1 | -8 | 18
O=C(c1ccc(Cn2c(=O)[nH]c3ccccc3c2=O)cc1)N1CCN(c2ccc(Cl)cc2)CC1 | -36 | 3
COc1ccc(/C=C/c2nnc(NC(C)=O)s2)cc1 | 9 | 5
NC(=O)C1=C[C@H](C2CCCCC2)C[C@H](OCc2ccc(CO)cc2)O1 | -51 | 0
Cc1ccc(-n2ncc3c2CCCC3NC(=O)CCC2=NNC(=O)CC2)cc1C (stereo not given) | 2 | 3
O=c1oc2ccccc2c(Nc2ccc3ccccc3c2)c1[N+](=O)[O-] | 15 | 1
S=C(Nc1ccc(Cl)c(Cl)c1)N1CCN(c2ccccn2)CC1 | -11 | -8
Cc1cc(C)n2c(SCC(=O)Nc3ccc(F)cc3F)nnc2n1 | 2 | 16
Fc1ccc(CSc2nnc(-c3ccccn3)o2)cc1 | 6 | -3
Cc1cccc(C(=O)NC2CC(C)(C)NC(C)(C)C2)c1 | 15 | -1
O=S(=O)(c1cccc(C(F)(F)F)c1)N1CCN(c2cnccn2)CC1 | 1 | 0
C/C(=N\NC(=S)Nc1cccc(C)c1)c1cc2ccccc2o1 | -5 | 18
CCn1nnnc1SCC(=O)NC1Cc2ccccc2C1 | 6 | -6
O=C(Cn1ncc2ccccc21)N1CCc2ccccc21 | -4 | 1
Oc1ccc2[nH]ccc2c1 | 12 | -3
CCOC(=O)CCn1nc(-c2ccc(Cl)cc2)cc1N | -6 | -3
CC(CN(C(N)=O)c1ccccc1O)C(=O)O (stereo not given) | -18 | 12
C#CCNC(=O)[C@H](Cc1ccc(C(=O)c2ccccc2)cc1)NC(=O)OC(C)(C)C | -22 | 0
O=C(O)C(=Cc1cc2c(cc1[N+](=O)[O-])OCO2)c1cc2c(cc1Br)OCO2 | 12 | 4
Cc1ccc2cc3cc(C(=O)N4CCN(C(=O)c5ccco5)CC4)sc3nc2c1 | 6 | -4
CC(=O)Nc1ccc(N2CCN(Cc3ccccc3F)CC2)cc1 | -17 | 6
N#Cc1ccc(C(=O)OCc2cccc(S(=O)(=O)N3CCOCC3)c2)cc1 | 20 | 0
CC(C)COC(=O)N1CCCCC1c1cc(C(=O)NCc2ccccc2)no1 (stereo not given) | 19 | -9
CCCCCOc1ccc(C(=O)NCCC(=O)NCCCC(=O)OCC)cc1 | 31 | 8
CC(C)(C)OC(=O)N[C@@H](COCc1ccccc1)C(=O)N[C@@H](CO)[C@H](O)[C@@H]1C[C@@H]1C(=O)NC1CCCCC1 | 23 | -18
COCCn1c(SCC(=O)Nc2ccc(Cl)c(S(=O)(=O)N(C)C)c2)nc2ccccc21 | -44 | 7
O=C(NCc1ccccc1)c1cc(-c2cccc(O)c2)on1 | -26 | 11
COc1ccccc1C1CCN(C(=O)c2cccc([N+](=O)[O-])c2)CC1 | -2 | -3
O=C(NC(C(=O)N/N=C/c1ccncc1)c1n[nH]c(=O)c2ccccc12)c1ccccc1 (stereo not given) | -3 | 4
Cc1ccc(-c2nc3c(c(=O)c4ccccc4n3C)c(=O)n2-c2ccc(F)cc2)cc1 | 7 | -6
CC(=O)N(C)c1ccc(NC(=O)c2ccco2)cc1 | 19 | -12
O=C(/C=C/c1ccco1)Nc1ccc2c(c1)OCCO2 | -1 | 0
COc1ccc(S(=O)(=O)NCC2CCC(C(=O)NCC(OC)OC)CC2)cc1 (stereo not given) | -8 | 5
CC1C(=O)CCN(C(C)(C)C)C1C (stereo not given) | -5 | 11

# In a second layout: results already given.
Cc1cccc(C(C)C)c1NC(=O)CN(C)Cc1cccc(F)c1
  TAG inh: 4; TAG inh DAPI viability: -6
Cn1cccc1/C=C1\Cc2ccccc2C1=O
  TAG inh: -11; TAG inh DAPI viability: -4
CC1C(=O)CCN(C(C)(C)C)C1C (stereo not given)
  TAG inh: -5; TAG inh DAPI viability: 11
